hIAP activ: increases human intestinal alkaline phosphatase activity; P09923; purified human IAP, CDP-Star luminescence, 30 min; stronger effect = higher value; 1 = vehicle-only enzyme, 0 = enzyme-free background; activation factor at 10 µM; 0.16% of 330,000 active; AID 2524;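 active = activation factor of the enzyme at least 2-fold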; also: the source names both 10 and 20 µM as test concentration; values of inactives mirror those of a sister screen read the other way
Target sequence (P09923 whole entry, looked up): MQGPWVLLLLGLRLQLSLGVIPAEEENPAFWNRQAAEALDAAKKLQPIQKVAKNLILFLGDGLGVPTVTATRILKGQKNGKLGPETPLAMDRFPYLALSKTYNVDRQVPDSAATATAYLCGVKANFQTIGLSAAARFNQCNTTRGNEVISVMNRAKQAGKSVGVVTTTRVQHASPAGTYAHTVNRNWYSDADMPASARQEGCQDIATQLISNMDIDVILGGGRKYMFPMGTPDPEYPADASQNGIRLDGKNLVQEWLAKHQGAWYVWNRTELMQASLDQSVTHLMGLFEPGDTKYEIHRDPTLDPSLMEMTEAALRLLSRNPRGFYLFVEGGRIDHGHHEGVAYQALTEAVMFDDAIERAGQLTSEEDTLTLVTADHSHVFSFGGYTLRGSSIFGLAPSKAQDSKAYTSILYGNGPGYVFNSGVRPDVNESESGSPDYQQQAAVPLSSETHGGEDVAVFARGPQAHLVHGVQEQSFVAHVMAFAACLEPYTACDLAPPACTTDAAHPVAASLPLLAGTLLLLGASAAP
mIAP block: mouse IAP inhibition. purified mouse IAP, CDP-Star luminescence, 30 min. inhibition, % at 10 µM. 0.2% of 330,000 active;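 active = inhibition of at least 40% at 10 µM in the primary screen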;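 also: plate controls were DMSO with enzyme for no effect and no enzyme wells for full effect; values of inactives mirror those of a sister screen read the other way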
GRIN3A LBD mod: modulates the human NR3A ligand-binding domain; Tm shift relative to glycine control, % at 25 µM; AID 1259313; NR3A LBD differential scanning fluorimetry, Tm shift; 0% = protein alone, 100% = glycine-bound protein; 2.5% of 340,000 active;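 active = melting temperature shift of at least 10% of the positive control shift, at one fixed dose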
mIAP activ: increases mouse intestinal alkaline phosphatase activity; muIAP, CDP-Star luminescence, 30 min; stronger effect = higher value; 1 = vehicle-only enzyme signal, 0 = enzyme-free wells; activation factor at 10 µM; 0.24% of 330,000 active; AID 2805;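 active = activation factor of at least 2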; also: the source names both 10 and 20 µM as test concentration; values of inactives mirror those of a sister screen read the other way
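Assay system: mouse IAP enzyme / Compound: DMSO-dissolved test compounds / Timing: 30 min, room temperature / Measured by: luminescence from enzymatic CDP-Star hydrolysis / Control set: DMSO-only wells, enzyme-free buffer wells as negative control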
APOBEC3A inh: blocks human APOBEC3A ssDNA deamination. P31941. recombinant A3A, FAM/TAMRA ssDNA deamination fluorescence. inhibition, % at 20 µM. 0.41% of 330,000 active;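 active = at least 40% inhibition at 20 µM here, with at most 30% in a related deaminase screen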;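 also: plate controls were A3A with DMSO for no effect and wells lacking A3A enzyme for full effect; some results filed as inactive read as strong as hits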
Target sequence (P31941 whole entry, looked up): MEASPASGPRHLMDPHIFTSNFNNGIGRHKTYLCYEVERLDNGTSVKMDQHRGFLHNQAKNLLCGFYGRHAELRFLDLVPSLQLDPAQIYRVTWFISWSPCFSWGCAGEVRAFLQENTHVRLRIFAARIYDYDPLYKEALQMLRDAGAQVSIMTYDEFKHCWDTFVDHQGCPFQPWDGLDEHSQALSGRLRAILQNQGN
hIAP block: blocks human intestinal alkaline phosphatase. 0.12% of 330,000 active. inhibition, % at 10 µM. purified IAP, CDP-Star luminescence, 30 min;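 active = inhibition reaching a set limit with compound at 10 µM in the primary screen, cut at about 35% in these data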;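 also: plate controls were DMSO wells with enzyme for no effect and no-enzyme buffer wells for full effect; values of inactives mirror those of a sister screen read the other way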
APOBEC3G inh: blocks human APOBEC3G single-stranded DNA deamination; recombinant A3G, ssDNA deamination FAM/TAMRA fluorescence; 0.28% of 330,000 active; inhibition, % at 20 µM; Q9HC16;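 active = inhibition of at least 40% at 20 µM, with no more than 30% in the related APOBEC3A deaminase screen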;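 also: plate controls were DMSO wells with A3G for no effect and wells lacking A3G enzyme for full effect; some compounds called inactive have numbers as strong as hits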
beta cell repl: inducers of beta-cell replication in MIN6 cells. AID 2380. proliferation, % at 10 µM. 0.29% of 330,000 active. MIN6 cells proliferation, ATPlite luminescence, 48 h; cells starved in 0.2% serum; 100% = growth in 10% serum;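 active = compounds whose signal lies at least 3.5 SD above the mean of all wells on their plate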;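 also: 0% = DMSO-treated cells in low-serum medium and 100% = 10% serum control; some compounds called inactive have numbers as strong as hits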
MPTP block: inhibitors of mitochondrial permeability transition pore | isolated mouse mitochondria, Ca2+ swelling absorbance, 30 min | inhibition, % at 10 µM | 1.4% of 360,000 active;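 active = inhibition of 50% or more, scaled per plate between neutral and stimulator controls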;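 also: 0% = DMSO wells given calcium and 100% = 1 mM EGTA wells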
The depositor's hits bear a star; nt = no result given.

Every second line gives: mIAP activ	MPTP block	hIAP activ	APOBEC3A inh	APOBEC3G inh	hIAP block	beta cell repl	GRIN3A LBD mod	mIAP block
[1] COc1ccc2nc(C)cc(SCC(=O)NNC(=O)COc3ccccc3)c2c1
 : 0.994	3.8	1.16	0.2	-3.5	-16.1	-3.1	-2.6	0.6
[2] CC1CCN(C2CCN(C(=O)c3ccccc3F)CC2)CC1
 : 1.07	0.0	0.806	-1.3	-4.0	19.4	-1.7	-0.2	-6.6
[3] COc1ccc2cc(C(=O)/C=C/c3cc(OC)c(O)c(OC)c3)ccc2c1
 : 0.916	2.2	0.951	-3.9	-0.3	4.9	0.0	8.9	8.4
[4] Cn1nnnc1Sc1ncnc2scc(-c3ccc(Br)cc3)c12
 : 0.973	1.0	1.04	-1.5	-4.6	-3.8	-5.7	0.7	2.7
[5] c1ccc2[nH]c(-c3nc4ccccc4[nH]3)nc2c1
 : 1.03	0.7	2.1*	4.5	-6.1	-110.2	-4.7	-2.8	-2.9
[6] C(=N\N1CCN(Cc2ccccc2)CC1)/c1ccc(-c2ccccc2)cc1
 : 1	-1.1	1.07	-2.4	2.4	-6.8	-4.0	-1.4	-0.5
[7] S=C(NCCc1ccccc1)N/N=C/c1cccs1
 : 0.99	-1.5	0.859	-4.3	1.7	14.1	-5.6	-6.9	1.0
[8] C[n+]1ccccc1/C=C/c1cc(Br)ccc1O
 : 0.937	0.6	0.807	49.8*	15.3	19.3	5.2	-0.5	6.3
[9] COc1cccc(NC(=O)C(=O)c2cn(CC(=O)N3CCCC3)c3ccccc23)c1
 : 0.957	0.5	0.991	-1.0	-2.8	0.9	3.3	0.0	4.3
[10] Cc1cccc(C)c1OCC(=O)N/N=C/c1cccnc1
 : 1	1.2	0.94	2.4	-1.3	6.0	-1.7	0.5	-0.2
[11] Cc1ccc(C)c(N2CCN(S(=O)(=O)c3ccc4[nH]c(=O)c(=O)[nH]c4c3)CC2)c1
 : 1.01	-1.6	1.42	-5.5	-3.6	-41.6	-3.4	-6.7	-1.3
[12] O=C(c1ccc(N2C(=O)C3C4c5ccccc5C(c5ccccc54)C3C2=O)cc1)N1CCOCC1 (stereo unspecified)
 : 0.981	0.2	0.926	-4.0	-5.0	7.4	-0.9	-0.6	1.9
[13] CCN(CC)S(=O)(=O)c1ccc(NC(=O)COc2c(OC)cccc2OC)cc1
 : 1	-0.9	0.827	0.3	-0.1	17.3	5.7	1.7	-0.2
[14] Cc1sc2ccc3sccc3c2[n+]1C
 : 0.968	1.5	0.994	57.3	44.1	0.6	-5.7	1.4	3.2
[15] COc1ccc(CN2CCN(C(C)C(=O)N(C)Cc3cccc(F)c3)CC2)cc1OC (stereo unspecified)
 : 0.953	-1.0	1.01	0.3	-2.6	-1.4	-2.5	-1.2	4.7
[16] COc1ccccc1/C=C1\SC(=S)N(CCC(=O)N2CCN(C)CC2)C1=O
 : 1.06	-1.9	1.3	-3.2	1.1	-29.6	-1.4	-1.9	-6.0
[17] O=C(NCC(c1ccco1)N1CCN(c2ccccc2F)CC1)C(=O)NC1CC1 (stereo unspecified)
 : 1.01	-2.3	1.18	0.5	-3.9	-17.6	-1.1	-1.9	-0.7
[18] COc1ccc(CC(=O)Nc2ccc(C(C)=O)cc2)cc1
 : 1.22	-2.3	0.95	0.0	-8.1	5.0	-1.1	0.5	-21.8
[19] COc1ccc2c(c1)CCc1c(C(=O)Nc3ccn(Cc4ccc(C)cc4)n3)noc1-2
 : 1	0.2	1.02	-2.0	-4.6	-1.7	-1.7	2.3	-0.4
[20] CN(C(=O)CSc1nc2cc([N+](=O)[O-])ccc2n1-c1ccc(F)cc1)C1CCS(=O)(=O)C1 (stereo unspecified)
 : 0.929	0.4	0.989	1.6	-7.4	1.1	0.0	-5.0	7.1
[21] CCOC(=O)N1CCN(C(=O)CCSCCc2ccncc2)CC1
 : 0.958	0.7	1.08	0.2	-1.5	-8.3	-1.9	0.4	4.2
[22] CCN(CC)CCN(C(=O)c1ccc(S(=O)(=O)N(C)C2CCCCC2)cc1)c1nc2ccc(OC)cc2s1
 : 0.958	1.1	0.768	-3.8	2.4	23.2	-3.9	4.3	4.2
[23] Cc1cccc(NC(=S)NC(=O)CC2CC(C)(C)OC2=O)c1 (stereo unspecified)
 : 0.969	1.4	1.07	-3.4	0.3	-7.5	-0.4	-1.8	3.1
[24] COc1ccc(-c2csc(NC(=O)Cn3nc(C)cc3C)n2)cc1
 : 1.11	-1.6	1.16	3.3	5.4	-16.2	0.5	0.2	-10.9
[25] O=C(Nc1ccc(Cc2ccncc2)cc1)C1CCC(N2C(=O)C3CC=CCC3C2=O)CC1 (stereo unspecified)
 : 1.03	0.0	0.905	-3.5	-4.1	9.5	-0.2	-0.1	-3.1
[26] CN(Cc1ccccn1)C(=O)CC1C(=O)NCCN1Cc1cccc(Oc2ccccc2)c1 (stereo unspecified)
 : 0.992	1.5	0.994	0.5	-1.4	0.6	-1.9	-0.9	0.8
[27] O=C(O)/C=C\c1ccccc1Oc1cccc(Cl)c1
 : 0.947	-0.4	1.05	0.3	-2.4	-4.9	-1.3	-0.5	5.3
[28] CCOc1ccc(NC(=O)CSc2nnc(Cn3cnc([N+](=O)[O-])n3)n2CC)cc1
 : 1.03	-0.7	1.17	-5.4	-1.2	-17.3	-1.2	-0.9	-3.3
[29] COC(=O)C1CCN(S(=O)(=O)CCNC(=O)c2cccc(OC)c2)CC1
 : 0.939	-0.3	0.936	-4.4	-10.0	6.4	8.4	0.8	6.1
[30] Cc1cc2c(cc1S(=O)(=O)NCc1ccc(Cl)cc1)OCC(=O)N2
 : 1.11	-1.5	1.05	-0.9	-4.2	-5.5	-3.9	1.7	-11.0
[31] NS(=O)(=O)c1ccc(-n2cccc2C=O)cc1
 : 1.02	-0.9	1.06	-1.6	-5.6	-5.6	-0.4	-2.6	-2.3
[32] COc1cc2cnc(-c3ccccc3)c(C(=O)c3ccc(F)cc3)c2cc1OC
 : 0.9	-0.7	1.04	-0.1	-9.7	-3.7	-4.2	0.6	10.0
[33] O=C(O)CCN1C(=O)/C(=C\c2cccc(OCC(=O)Nc3ccc(Cl)cc3)c2)SC1=S
 : 0.912	39.4	0.966	-6.0	-5.6	3.4	-4.2	-7.4	8.8
[34] O=C(NCc1ccccc1Cl)c1cnc2ccccc2n1
 : 1.06	-2.3	0.948	-0.1	-16.7	5.2	-0.1	-0.9	-6.2
[35] CCOc1ccc(NC(=S)NCCCn2ccnc2)cc1
 : 1.02	0.7	1.2	-3.9	-2.5	-19.9	2.4	-6.3	-1.9
[36] Nc1ncc(-n2cncn2)c(-c2ccccc2)n1
 : 1	-0.4	0.856	-3.8	-4.8	14.4	-2.2	-0.2	0.0
[37] Cc1ccccc1CNS(=O)(=O)c1ccc2c(c1)C(C)(C)C(=O)N2C
 : 0.974	1.9	1.05	-1.7	-2.7	-4.9	-2.2	-2.6	2.6
[38] CCCCn1c(N)c(N(CC(C)C)C(=O)CC2CCCC2)c(=O)[nH]c1=O
 : 1.01	1.4	0.865	-0.4	-5.9	13.5	-3.5	-1.0	-1.2
[39] CC(C)C(=O)Nc1nnc(Sc2ccc(N(C)C)cc2)s1
 : 0.938	0.8	0.948	-1.5	-4.5	5.2	0.7	0.3	6.2
[40] CCOC(=O)C1C(c2cccs2)NC(=O)NC1(O)C(F)(F)F (stereo unspecified)
 : 1.08	0.5	1.03	-0.4	-4.8	-3.1	-1.4	0.2	-8.5
[41] O=C1NN(c2ccc(F)cc2)C(=O)/C1=C\c1cnn(-c2ccccc2)c1
 : 0.919	nt	0.869	3.9	2.9	13.1	-2.7	nt	8.1
[42] Cc1ccc(OCCOCCN2CCCCC2)c([N+](=O)[O-])c1
 : 1	2.1	0.952	1.4	-0.4	4.8	-1.0	-7.2	-0.4
[43] CCOC(=O)c1cccc(S(=O)(=O)N2CCOCC2)c1
 : 0.986	-0.1	0.922	-2.6	-8.8	7.8	-2.3	-3.4	1.4
[44] O=C(CN1C(=O)C2C3C=CC(C3)C2C1=O)Nc1cccc2c1CCCC2 (stereo unspecified)
 : 0.916	-0.4	0.939	-2.5	-2.7	6.1	0.7	-1.6	8.4
[45] COc1ccc(NC(=O)c2cccc(-c3ccc(O)cc3)c2)cn1
 : 0.97	-0.6	0.903	1.0	-3.4	9.7	-0.1	1.2	3.0
[46] O=C(O)CCCC(=O)OCCc1cc2ccccc2c(=O)o1
 : 0.965	-0.2	1.01	1.5	-1.1	-1.1	-2.0	1.9	3.5
[47] O=C(Nc1cccc(NC(=O)C2CCCO2)c1)C1CCCO1 (stereo unspecified)
 : 0.87	-0.7	0.799	-1.5	-5.3	20.1	-3.2	2.4	13.0
[48] C[C@H]1C=CC(=O)O[C@H]1c1ccccc1
 : 0.948	-0.2	1.03	4.6	-10.4	-2.8	0.9	1.1	5.2
[49] Cc1ccc(NC(=O)/C(=C/c2cccc([N+](=O)[O-])c2)NC(=O)C2CCCCC2)c(C)c1
 : 1.01	3.6	0.951	2.3	-2.8	4.9	-4.5	-2.2	-1.2
[50] CCc1ccc(NC(=O)CCc2ccc(CC)o2)cc1
 : 1.1	1.0	1.01	-3.3	-3.5	-0.6	-3.2	-2.6	-9.6
[51] NC(=O)SC/C(=N\S(=O)(=O)c1ccccc1)Nc1ccccc1
 : 0.815	-0.3	1.13	2.9	-2.8	-12.6	0.7	0.8	18.5
[52] CCOc1ccc(NC(=O)CN(C)c2ccc(S(=O)(=O)N(C(C)C)C(C)C)cn2)cc1OCC
 : 1.15	-2.5	0.988	1.2	2.4	1.2	-1.7	17.2*	-15.4
[53] Cc1cccn2c(=O)c(C(=O)NCCCN3CCCCC3C)c(O)nc12 (stereo unspecified)
 : 0.928	0.9	1.07	-6.3	-7.1	-7.4	-5.0	3.5	7.2
[54] COc1ccccc1NC(=O)CSc1nnc(Cc2cccn2C)n1CCc1ccccc1
 : 1.04	-2.8	0.879	-0.1	-3.1	12.1	-2.6	0.1	-4.3
[55] Cc1nn(C(C)C(=O)NC2C(=O)N3C(C(=O)O)=C(CSc4nnnn4C)CSC23)cc1Cl (stereo unspecified)
 : 0.959	0.6	1.1	8.7	-1.3	-10.2	-4.7	-0.7	4.1
[56] CCCn1nc(NC(=O)c2ccco2)c2cc3ccc(C)cc3nc21
 : 1.16	-0.6	1.13	-4.4	-4.3	-13.4	-4.5	1.3	-16.0
[57] COc1cccc(NC(=O)CSCC(=O)Nc2ccccc2)c1
 : 1.04	-1.1	0.982	1.8	-0.2	1.8	-1.1	-2.1	-3.6
[58] O=C(Nc1ccc2c(c1)OCCO2)c1ccccc1
 : 1.01	0.1	0.91	2.1	-2.1	9.0	-4.2	-0.7	-1.4
[59] Cc1[nH]nc2c1C(c1cc(Br)cs1)C(C#N)=C(N)O2 (stereo unspecified)
 : 1.02	-0.1	1.07	7.3	-8.2	-7.4	0.0	-1.7	-1.8
[60] CCOC(=O)N/N=C/c1ccc(F)cc1F
 : 1.05	-0.3	0.926	0.3	-3.3	7.4	0.0	-15.8	-5.0
[61] COc1cccc(CNc2cnc3ccccc3c2)c1O
 : 0.996	62.2*	0.982	-5.3	-8.4	1.8	-2.3	5.2	0.4
[62] COc1cccc(NC(=O)CC2C(=O)NC3CCCCC3N2C(=O)c2ccc(F)cc2)c1 (stereo unspecified)
 : 1.01	-0.2	1.13	3.1	1.1	-13.1	-2.3	3.5	-0.8

Source: PubChem BioAssay
